# CXCR6 inh = blocks human CXCR6 beta-arrestin recruitment | O00574 | CHO-K1 PathHunter CXCR6 beta-arrestin, luminescence | inhibition, % at 20 µM | 360,000 compounds, 0.36% hits; in the data active = inhibition above about 34%, passing the limit was not always enough;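 note: antagonist mode with CXCL16 agonist at 10 nM final; 0% = 10 nM CXCL16 with DMSO and 100% = unstimulated wells without agonist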
# Target sequence (O00574 whole entry, looked up): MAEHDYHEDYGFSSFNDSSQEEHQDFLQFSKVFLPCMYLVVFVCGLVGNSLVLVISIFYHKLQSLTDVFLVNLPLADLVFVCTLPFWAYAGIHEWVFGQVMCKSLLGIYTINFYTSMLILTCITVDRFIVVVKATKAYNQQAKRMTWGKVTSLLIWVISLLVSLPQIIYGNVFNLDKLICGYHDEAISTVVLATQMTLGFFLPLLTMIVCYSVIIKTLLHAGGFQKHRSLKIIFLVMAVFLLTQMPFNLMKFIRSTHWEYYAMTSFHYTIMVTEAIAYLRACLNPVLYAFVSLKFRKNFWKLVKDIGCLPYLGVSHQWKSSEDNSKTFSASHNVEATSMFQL
# APJ agonist = APJ receptor agonism. CHO-K1 APJ PathHunter beta-arrestin, luminescence; 0% DMSO wells, 100% apelin. activation, % at 20 µM. 330,000 compounds, 0.11% hits;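 active = activation more than six SD over the plate average, tested at 20 µM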;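 note: 0% = DMSO alone and 100% = apelin-13 at 10 nM; some results filed as inactive read as strong as hits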
#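 Assay system: CHO-K1 APJ beta-arrestin complementation cell line / Compound: single test compound dose, 20 µM final, 1% DMSO / Times: overnight seeding, 90 min compound at 25 °C, 1 h detection / Technique: beta-gal luminescence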
# Mdm2 MdmX PPI = human Mdm2/MdmX binding inhibition. O15151+Q00987. SaOS-2 split-luciferase Mdm2/MdmX complementation, luminescence. 330,000 compounds, 3% hits. AID 485346. inhibition, % at 8 µM;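 active = inhibition of at least 50% at 8 µM in the primary screen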
# tim23-1 inh = growth inhibitors of tim23-1 mutant yeast. 330,000 compounds, 1.3% hits. S. cerevisiae tim23-1 growth, BacTiter-Glo luminescence, 24 h. AID 463212. inhibition, % at 20 µM;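 active = growth inhibition of the mutant yeast at or above 50%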;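 note: temperature-sensitive mutant grown at 25 °C; plate controls were DMSO-treated mutant yeast for no effect and medium wells lacking yeast for full effect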
# APJ antag = APJ receptor antagonism; inhibition, % at 20 µM; CHO-K1 APJ beta-arrestin complementation, luminescence; P35414; AID 2521; 330,000 compounds, 0.32% hits;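 active = inhibition above about 40% at 20 µM, limit read from the data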;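 note: cells challenged with 10 nM apelin-13 agonist together with compound; plate controls were apelin-13 plus DMSO wells for no effect and DMSO wells lacking apelin-13 for full effect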
# EBI2 block = antagonists of human EBI2 receptor. EBI2 beta-arrestin recruitment, luminescence, 7a,25-OHC stimulated. inhibition, % at 5 µM. 360,000 compounds, 0.81% hits; in the data active = inhibition above about 38%;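 note: enzyme fragment complementation signal reports receptor beta-arrestin coupling in cells; 0% = agonist plus DMSO wells and 100% = wells without agonist; some results beyond the cut were filed as inactive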
# Target sequence (P32249 whole entry, looked up, the tested form may be a part): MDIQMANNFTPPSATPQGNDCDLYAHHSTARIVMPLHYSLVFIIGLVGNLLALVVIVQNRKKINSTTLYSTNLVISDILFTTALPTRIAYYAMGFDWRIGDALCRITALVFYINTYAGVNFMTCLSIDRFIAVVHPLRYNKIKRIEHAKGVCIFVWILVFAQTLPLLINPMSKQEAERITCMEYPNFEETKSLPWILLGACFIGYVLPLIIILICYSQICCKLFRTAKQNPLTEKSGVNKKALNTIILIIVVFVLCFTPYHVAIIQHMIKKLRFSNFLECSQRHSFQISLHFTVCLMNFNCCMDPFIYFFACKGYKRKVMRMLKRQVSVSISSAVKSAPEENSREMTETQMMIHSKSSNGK
# CCR6 antag = CCR6 (human) receptor antagonism; CHO-K1 CCR6 PathHunter beta-arrestin, luminescence, CCL20-stimulated; inhibition, % at 20 µM; P51684; 340,000 compounds, 0.49% hits;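 active = compounds whose inhibition of the agonist-driven luminescence signal at 20 µM reaches about 50%, limit read from the data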;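 note: cells stimulated with CCL20 at 14 nM final; plate controls were DMSO with CCL20 for no effect and DMSO without agonist for full effect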
# Target sequence (P51684 whole entry, looked up): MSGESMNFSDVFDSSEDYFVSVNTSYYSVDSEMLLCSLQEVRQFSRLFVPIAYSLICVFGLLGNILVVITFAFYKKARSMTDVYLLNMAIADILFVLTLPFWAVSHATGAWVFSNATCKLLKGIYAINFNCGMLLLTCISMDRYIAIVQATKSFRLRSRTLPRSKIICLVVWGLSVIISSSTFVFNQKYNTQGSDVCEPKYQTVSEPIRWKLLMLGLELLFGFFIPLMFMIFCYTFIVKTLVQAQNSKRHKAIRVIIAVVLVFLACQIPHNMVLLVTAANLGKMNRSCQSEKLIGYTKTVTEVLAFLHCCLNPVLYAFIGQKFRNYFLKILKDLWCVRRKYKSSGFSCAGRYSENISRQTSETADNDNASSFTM
# UPR XBP1 act = adaptive UPR (XBP1) activation. AID 463104. CHO-XBP1 luciferase reporter, IRE1-XBP1 UPR activation, luminescence; percent of tunicamycin response, DMSO as zero. 330,000 compounds, 0.33% hits. activation, % at 20 µM;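 active = versus positive control, 20 µM dose yields 30% or more activation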;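 note: 100% = tunicamycin at 10 µg/mL and 0% = DMSO only wells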
#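 Assay system: IRE1-XBP1 luciferase reporter CHO line. Input: 1000 cells/well. Buffer or medium: F12 with 10% serum. Doses: 20 µM, 1% DMSO. Times: overnight seeding at 37 °C, 6 h compound treatment at 37 °C. Technique: Steady-Glo luciferase glow luminescence, 10 min after reagent addition.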
# UPR CHOP act = apoptotic UPR (CHOP) activation | CHO-CHOP luciferase reporter, luminescence; percent of tunicamycin response over DMSO baseline | activation, % at 10 µM | 330,000 compounds, 0.34% hits | AID 449763;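 active = at 10 µM dose, activation of 40% or more, normalized to positive control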;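 note: 100% = tunicamycin at 10 µg/mL and 0% = DMSO alone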
#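 Test system: CHO-CHOP cells, stable luciferase reporter of PERK-eIF2a-CHOP signalling | Quantity: 500 CHO-CHOP cells per well | Buffer or medium: F12 plus 10% serum | Compound dosing: 10 µM single point, 0.5% DMSO | Schedule: 6 h compound treatment, 37 °C | Signal: Luciferase luminescence | Control set: Tunicamycin high control, DMSO low control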
# * hit, by the source's call; . = no result given.
SMILES,CXCR6 inh,APJ agonist,Mdm2 MdmX PPI,tim23-1 inh,APJ antag,EBI2 block,CCR6 antag,UPR XBP1 act,UPR CHOP act
CCc1ccc(Cn2nnc(C(=O)NCc3ccccc3OC)c2N)cc1,3.9,-3.7,44.3,0.3,-68.7,1.9,3.6,-2.2,-1.8
O=C(O)/C=C/c1cn(-c2ccccc2)nc1-c1cc2ccccc2oc1=O,12.7,-5.3,-86.3,8.6,-1.4,2.1,0.0,0.2,3.3
CC1=NN(c2ccccc2)C(=O)C1C(=O)c1ccc(Cl)cc1 (configuration not stated),0.3,-4.8,21.6,-10.9,-4.6,-6.4,8.5,-0.2,2.8
CCCSc1nc2c(c(=O)n(C)c(=O)n2C)n1Cc1ccc(C)cc1,-1.1,-2.9,25.5,7.6,2.3,8.0,14.4,-2.9,1.0
O=C(Nc1nc2ccccc2s1)c1ccc(F)cc1,3.0,0.3,-210.0,-0.6,-20.6,8.4,-2.4,-3.4,1.2
O=C(Cc1ccc2c(c1)OCCO2)Nc1ccc(Cl)c(S(=O)(=O)N2CCOCC2)c1,2.1,-2.3,35.7,16.5,-2.9,-13.8,6.0,-1.5,1.7
O=c1[nH]c(=S)[nH]c2nc(-c3cccs3)cc(C(F)(F)F)c12,-3.6,-1.5,23.2,-4.6,8.0,-11.9,6.6,-0.9,0.6
Cc1ccc(S(=O)(=O)Oc2ccc(N3C(=O)C4C5CCC(C5)C4C3=O)cc2)cc1 (configuration not stated),-9.1,-1.9,23.4,-1.2,2.0,9.9,2.7,-1.6,1.8
COc1ccc(NC(=O)CN(C)C(=O)C(C)Oc2ccc(Br)cc2)cc1 (configuration not stated),-0.8,-2.4,10.8,14.2,5.7,-0.1,6.7,1.0,-0.7
COc1ccc(OCCn2cncn2)cc1,-2.0,-14.4,-21.4,11.2,-14.1,-1.1,1.1,-1.4,-0.6

# A different layout for three compounds above:
Compound | CXCR6 inh | APJ agonist | Mdm2 MdmX PPI | tim23-1 inh | APJ antag | EBI2 block | CCR6 antag | UPR XBP1 act | UPR CHOP act
Cc1ccc(S(=O)(=O)Oc2ccc(N3C(=O)C4C5CCC(C5)C4C3=O)cc2)cc1 (configuration not stated) | -9.1 | -1.9 | 23.4 | -1.2 | 2.0 | 9.9 | 2.7 | -1.6 | 1.8
COc1ccc(NC(=O)CN(C)C(=O)C(C)Oc2ccc(Br)cc2)cc1 (configuration not stated) | -0.8 | -2.4 | 10.8 | 14.2 | 5.7 | -0.1 | 6.7 | 1.0 | -0.7
COc1ccc(OCCn2cncn2)cc1 | -2.0 | -14.4 | -21.4 | 11.2 | -14.1 | -1.1 | 1.1 | -1.4 | -0.6

# Continued:
SMILES,CXCR6 inh,APJ agonist,Mdm2 MdmX PPI,tim23-1 inh,APJ antag,EBI2 block,CCR6 antag,UPR XBP1 act,UPR CHOP act
Cc1ccc(NC(=O)COC(=O)Cc2ccc(Br)cc2)cc1S(=O)(=O)N1CCOCC1,-4.9,-3.3,20.9,29.7,-10.0,3.5,6.8,-2.2,-0.3
COc1ccc(CCNC(=O)c2[nH]c(C)c(C(C)=O)c2C)cc1OC,8.2,0.8,28.5,5.7,2.7,-3.2,-4.3,0.5,-1.1
Brc1ccccc1OCCOCCOc1cccc2cccnc12,9.4,-1.2,3.0,39.3,-6.2,5.6,3.3,-0.3,-0.9
CCOc1ccc(C(=O)Nc2nc(C)cc(C)n2)cc1[N+](=O)[O-],4.1,-0.2,-23.8,5.4,3.5,-7.4,-0.4,-0.8,2.2
Cc1ccc(NC(=O)Cc2nnc(SCC(=O)NC3CCCC3)n2C)cc1,-5.3,-1.1,12.3,9.2,-2.9,3.1,-2.4,2.0,-0.6
COc1ccc(N(C(=O)c2cnccn2)C(C(=O)NC2CCCCC2)c2ccccc2)cc1 (configuration not stated),-1.0,-1.9,1.3,14.1,0.4,-4.2,15.8,-1.9,0.3
O=c1cc(-c2ccc(O)cc2)oc2c(-c3c(O)cc(O)c4c(=O)cc(-c5ccc(O)cc5)oc34)c(O)cc(O)c12,3.5,-4.4,12.8,-6.1,2.0,-6.9,26.9,-1.6,-1.5
CCN1CCN(C(=O)/C=C/c2ccc(C)o2)CC1,2.6,-4.4,20.5,-2.8,11.0,-3.1,1.0,1.2,1.3
Cc1cc2c(N)cccc2nn1,-4.7,9.0,6.2,10.1,-37.1,-0.1,2.5,-2.4,-0.6
Cc1nc(SCc2nc3ccc(Cl)cc3[nH]2)c2oc3ccccc3c2n1,1.8,-2.6,30.9,45.4,9.1,16.8,5.5,1.7,-0.4
Cc1nc2ccc(C(=O)N3CCN(Cc4ccccc4)CC3)cc2[nH]1,4.2,-3.0,11.7,20.7,-1.4,-22.5,25.9,-3.1,0.2
Cc1ccc(C(=S)NCS(=O)(=O)c2ccc(C)cc2)cc1,3.5,-4.8,17.2,27.4,12.2,13.8,19.7,0.0,-2.2
CCCC(=O)Nc1ccc(C(=O)NCCCn2ccnc2)cc1,-1.2,1.1,-3.6,10.3,11.0,-10.3,-10.7,-3.2,-0.3
Cc1c(NC(=O)COC(=O)/C=C/c2ccc(Cl)cc2)c(=O)n(-c2ccccc2)n1C,-1.0,-2.3,4.9,4.2,7.6,16.2,1.8,-6.4,-0.7
Cc1ccc(NC(=O)c2cnc(SCC(=O)NCC3CCCO3)n(C)c2=O)cc1C (configuration not stated),14.9,-4.7,-5.7,25.5,-29.0,13.6,29.8,-4.1,50.9*
Cc1ccc(S(=O)(=O)N2CCOCC2)cc1C(=O)Nc1ccc(N2CCCCCC2)cc1,6.6,1.5,13.9,8.3,-41.2,0.7,7.4,-0.6,12.5
O=C(c1ccccc1)c1ccc(-n2cnnc2)c([N+](=O)[O-])c1,-3.7,3.1,2.0,1.8,-4.3,3.3,-10.9,4.1,-0.6
CCc1nc2cc3sc(CC)nc3cc2s1,5.7,-3.5,-72.5,15.0,8.5,2.2,9.0,2.4,3.6
Cc1oc(-c2ccccc2Cl)nc1CN1CCCN(C(=O)c2ccco2)CC1,-2.0,-1.3,-2.7,8.5,3.3,-6.3,7.8,-1.4,0.5
Oc1c(Br)cc(/C=N/NC(=S)NCc2ccco2)cc1Br,8.2,1.3,17.5,13.0,12.0,-0.9,1.4,-0.5,-0.1
O=C(NC1(C(F)(F)F)Oc2ccccc2O1)N1CCCC1,-6.5,3.5,0.2,34.8,-11.9,-9.3,-9.1,2.4,1.6
CC1CCc2sc(C(=O)OC(C)C(=O)Nc3ncc(Cl)cc3Cl)cc2C1 (configuration not stated),.,-0.4,14.5,-0.7,-1.8,.,.,3.0,-0.9
COc1ccc(C)cc1NC(=O)CCNS(=O)(=O)c1ccc2c(c1)CC(C)N2C(C)=O (configuration not stated),0.0,10.0,9.9,3.9,10.2,-3.9,16.7,-4.5,1.6
CCCc1[nH]n(-c2ccc([N+](=O)[O-])cc2)c(=O)c1C=NCCc1c[nH]c2ccccc12,5.1,-1.3,47.7,18.3,20.5,24.1,16.0,-3.9,1.8
CC(=O)Nc1ccc(S(=O)(=O)N(C)CC(=O)N/N=C/c2ccncc2)cc1,-1.9,-3.6,14.8,13.4,2.1,-11.2,1.2,-2.8,1.1
Cc1ccc(S(=O)(=O)N2CCN(C(=O)C3CCCO3)CC2)cc1C (configuration not stated),-1.7,-0.9,-7.9,13.1,-33.5,-8.3,-3.9,-5.4,0.8
CCOC(=O)/C=c1\s/c(=C(\C#N)C(=O)OCC)n(-c2ccccc2)c1=O,4.0,6.8,-1.6,2.8,4.8,-5.7,6.5,-1.2,-0.4
Cc1cc(S(=O)(=O)N2CCCOC2CNC(=O)C(=O)NCc2ccco2)ccc1F (configuration not stated),1.8,-4.1,1.5,12.4,4.3,-8.3,3.6,1.2,-1.4
Cc1cc(C)cc(N(CC(=O)NCc2ccccc2)C(=O)CCC(=O)Nc2ccccn2)c1,2.8,-1.8,-12.9,3.6,-14.3,-7.8,6.8,-5.4,-0.6
CC(Oc1ccccc1)C(=O)Nc1nnc(S(=O)(=O)N2CCCCC2)s1 (configuration not stated),1.9,-4.3,-7.0,17.0,2.7,4.0,14.4,-0.7,-1.2
CN1CCN(CP(=O)(N2CCOCC2)N2CCOCC2)CC1,5.9,-5.8,7.9,8.4,-4.1,-4.6,-8.8,-0.1,-0.2
C=CCNC(=O)c1ccc2c3n(nc2c1)-c1ccccc1CO3,1.3,-0.2,-173.5,46.8,19.0,-2.3,1.6,-4.5,-2.3
Cc1cccc(-c2onc3ccc(C4(C)OCCO4)cc23)c1,-12.6,8.7,6.4,6.7,5.1,36.6,16.1,-1.0,2.7
CCn1c(SCC(=O)Nc2ccccc2)nnc1C1CCCCC1,2.3,-2.0,9.8,26.3,-6.8,3.4,14.5,-0.7,-2.1
O=C(O)c1cccc(Nc2ccc([N+](=O)[O-])cn2)c1,10.4,-3.0,9.5,2.0,11.4,-4.1,0.8,-0.5,-0.4
O=C(COc1ccc2ccccc2c1)NCC1CCCO1 (configuration not stated),-10.5,-0.6,13.9,15.9,-15.7,1.1,4.0,-1.3,1.9
COc1ccc(C(=O)N2CCN(C3CCCCC3)CC2)cc1OC,-8.7,0.8,-12.4,7.9,6.3,33.1,2.9,-3.8,2.6
CCOC(=O)c1sc(NC(=O)CSc2nccc(C)n2)nc1C,-7.3,-2.4,19.9,2.0,4.7,-7.5,6.7,5.0,-1.4
C=CCNc1ccc(N2C(=O)C3CCC(C)CC3C2=O)cc1[N+](=O)[O-] (configuration not stated),.,-4.0,18.4,7.4,26.2,.,.,-2.3,-1.2
Cc1cccc(Nc2nnc(SCC(=O)c3c(N)n(C4CC4)c(=O)[nH]c3=O)s2)c1C,1.0,-3.2,21.1,-9.4,1.8,-3.0,-0.5,0.3,-2.2
CC1CCC2C(C1)OS(=O)(=O)NC2(C)C (configuration not stated),.,-4.2,-17.3,25.2,13.1,.,.,-1.5,-1.4
COc1ccc(CC(NC(C)=O)C(=O)NC2CCN(c3nc(C)cc(C)c3C#N)CC2)cc1 (configuration not stated),-8.8,-3.1,3.2,9.2,-4.5,-3.3,-2.6,1.3,-1.5
CC1(c2ccc([N+](=O)[O-])cc2)NC(=O)N(CC(=O)c2ccc3c(c2)OCO3)C1=O (configuration not stated),1.7,-1.6,17.9,-6.9,-46.0,-3.0,-7.3,-4.3,0.5
Cc1ccc(NC(=O)Cn2c(=O)cnc3ccccc32)cc1S(=O)(=O)N(C)C,-2.4,-4.8,19.2,-1.7,17.3,-6.1,6.6,-5.9,2.7
CC(=O)NCCc1ccc(C(=O)COC(=O)c2cc(C)oc2C)cc1,-6.9,-2.9,-1.1,10.6,0.9,8.0,3.6,1.8,0.6
CNC(=O)C1CC(=O)N(c2ccc(OCC(=O)NCc3ccccc3)cc2)C1 (configuration not stated),1.9,-0.5,-5.3,6.0,7.6,3.6,-6.7,-5.4,1.9

# Some of the compounds tested; rates above refer to the full screens.
